Apoferritin bind – qHTS Assay for Identification of Novel General Anesthetics; Ferritin light chain (Equus caballus), P02791; apoferritin/1-aminoanthracene competitive binding, fluorescence; Potency, µM (highest dose often 77.5 µM), for inactives: at the top dose activity change, negative = displacement, usual class: inhibitors; hit rate 0.074% among 350,000; further: potency means the concentration at half of the fitted maximal effect; on the % scale 0 is the no-effect control and ±100 the full control effect; nearly all actives have a fitted effect of over 20% in size
Target sequence (P02791 2-175 limits assumed): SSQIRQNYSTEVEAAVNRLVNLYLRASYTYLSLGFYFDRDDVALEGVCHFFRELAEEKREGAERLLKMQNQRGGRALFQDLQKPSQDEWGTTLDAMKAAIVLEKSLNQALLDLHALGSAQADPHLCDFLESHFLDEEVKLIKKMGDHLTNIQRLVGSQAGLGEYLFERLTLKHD
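Read-out: endpoint 1-AMA fluorescence, excitation 380 nm and emission 535 nm, after compounds sit 10 min at room temperature with 10 uM horse-spleen apoferritin in 50% saturated 1-AMA/PBS. Values come from four-parameter Hill fits.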
APEX1 inh – qHTS Assay for Inhibitors of the Human Apurinic/apyrimidinic Endonuclease 1 (APE1) | Potency, µM (top dose mostly 65.8 µM), without a hit: at the highest dose activity change, negative = inhibition, usual class: inhibitors | hit rate 0.35% among 350,000 | DNA repair nuclease/redox regulator APEX1 (Homo sapiens), P27695 | AID 2517, 2012 | recombinant APE1, TAMRA/BHQ-2 abasic DNA cleavage fluorescence;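 further: potency means the concentration at half of the fitted maximal effect; plate controls were vehicle for no effect and reference inhibitor for full effect; nearly all actives have a fitted effect of over 55% in size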
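Measures dequenching upon AP-site incision of a 5'-TAMRA/3'-BHQ-2 THF-containing duplex, 50 nM; human APE1 0.75 nM after 15 min room-temperature exposure to compound; kinetic three-point read at one-minute spacing.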
PGK inhibitor – qHTS Assay to Find Inhibitors of Phosphoglycerate Kinase; Phosphoglycerate kinase, glycosomal (Trypanosoma brucei brucei), P07378; AID 602233, 2012; hit rate 0.043% among 380,000; PGK/GAPDH coupled, Kinase-Glo luminescence, 60 min; Potency, µM (titrated, usually from 57.5 µM), for inactives: top-dose activity change, negative = inhibition, usual class: inhibitors; further: potency means the concentration at half of the fitted maximal effect; on the % scale 0 is the no-effect control and ±100 the full control effect; nearly all actives have a fitted effect of over 60% in size
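Recombinant glycosomal PGK reaction used 1,3-bisphosphoglycerate generated in-well by GAPDH (100nM final) in 100mM TEA pH 7.6, 5mM MgCl2, 0.01% Tween-20. After 60 minutes at room temperature, ATP was read by Kinase-Glo Plus luminescence end-point.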
BLM helicase inh – qHTS Assay for Inhibitors of Bloom's syndrome helicase (BLM). RecQ-like DNA helicase BLM (Homo sapiens), P54132. hit rate 0.2% among 350,000. Potency, µM (top dose mostly 56.1 µM), without a hit: top-dose activity change, negative = inhibition, most hits filed as inhibitors. AID 2528, 2010. recombinant BLM DNA unwinding, fluorescence dequenching;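 further: potency means the concentration at half of the fitted maximal effect; plate controls were vehicle for no effect and no enzyme for full effect; nearly all actives have a fitted effect of over 35% in size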
POLK inh – qHTS for Inhibitors of Polymerase Kappa | purified Pol kappa, fluorescent DNA synthesis assay, 10 min | Potency, µM (doses to about 107 µM), without a hit: at the top dose activity, negative = inhibition, hits mostly inhibitors | hit rate 0.53% among 400,000; further: potency means the concentration at half of the fitted maximal effect; on the % scale 0 is the no-effect control and ±100 the full control effect
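Kinetic fluorescence readout at 0 and 10 min followed reaction start with substrate at 50 nM final. Beforehand, enzyme (10 nM Pol kappa) stood 15 min with compound at room temperature; buffer-only wells were negative controls.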
RXFP1 antagonist – qHTS Assay for Antagonists of the Relaxin Receptor RXFP1; HEK293-RXFP1, relaxin-stimulated cAMP HTRF, 30 min; active compounds read low; activity change, negative = inhibition, % at 57.5 µM; hit rate 0.59% among 350,000; AID 1259400, 2018;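 active means activity change of -60% or lower, but not beyond a set lower limit; inconclusive means change between -60% and -40%, or beyond the set limit; inactive means change above -40%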; further: on the % scale 0 is the no-effect control and ±100 the full control effect
POLB inh – qHTS Assay for Inhibitors of DNA Polymerase Beta; hit rate 1.3% among 340,000; Potency, µM (series often up to 114 µM), without a hit: top-dose activity change, negative = inhibition, most hits filed as inhibitors; Pol beta primer extension/strand displacement, fluorescence kinetic; P06746; further: potency means the concentration at half of the fitted maximal effect; on the % scale 0 is the no-effect control and ±100 the full control effect
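Homogeneous kinetic assay of primer extension and strand displacement by 10 nM Pol beta, preincubated 15 min at room temperature with compound before 50 nM substrate (final) was added. Read at 0 and 10 min; four-parameter Hill fit.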
POLH inh – qHTS for Inhibitors of Polymerase Eta; DNA polymerase eta (Homo sapiens), Q9Y253; recombinant Pol eta, fluorescent DNA replication assay; Potency, µM (titrated, usually from 114 µM), for the others: top-dose activity change, negative = inhibition, actives largely listed as inhibitors; hit rate 1.2% among 390,000; AID 588591, 2011; further: potency means the concentration at half of the fitted maximal effect; on the % scale 0 is the no-effect control and ±100 the full control effect
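Pol eta at 10 nM preincubated with compounds 15 min at room temperature; reaction started with fluorescent substrate (50 nM final) and read kinetically at 0 and 10 min.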
POLI inh – qHTS for Inhibitors of Polymerase Iota; Pol iota fluorescent replication assay, 10 min; Potency, µM (highest dose often 115 µM), without a hit: at the top dose activity, negative = inhibition, actives largely listed as inhibitors; hit rate 1% among 390,000; AID 588590, 2011; further: potency means the concentration at half of the fitted maximal effect
Target sequence (Q9UNA4 whole entry, looked up): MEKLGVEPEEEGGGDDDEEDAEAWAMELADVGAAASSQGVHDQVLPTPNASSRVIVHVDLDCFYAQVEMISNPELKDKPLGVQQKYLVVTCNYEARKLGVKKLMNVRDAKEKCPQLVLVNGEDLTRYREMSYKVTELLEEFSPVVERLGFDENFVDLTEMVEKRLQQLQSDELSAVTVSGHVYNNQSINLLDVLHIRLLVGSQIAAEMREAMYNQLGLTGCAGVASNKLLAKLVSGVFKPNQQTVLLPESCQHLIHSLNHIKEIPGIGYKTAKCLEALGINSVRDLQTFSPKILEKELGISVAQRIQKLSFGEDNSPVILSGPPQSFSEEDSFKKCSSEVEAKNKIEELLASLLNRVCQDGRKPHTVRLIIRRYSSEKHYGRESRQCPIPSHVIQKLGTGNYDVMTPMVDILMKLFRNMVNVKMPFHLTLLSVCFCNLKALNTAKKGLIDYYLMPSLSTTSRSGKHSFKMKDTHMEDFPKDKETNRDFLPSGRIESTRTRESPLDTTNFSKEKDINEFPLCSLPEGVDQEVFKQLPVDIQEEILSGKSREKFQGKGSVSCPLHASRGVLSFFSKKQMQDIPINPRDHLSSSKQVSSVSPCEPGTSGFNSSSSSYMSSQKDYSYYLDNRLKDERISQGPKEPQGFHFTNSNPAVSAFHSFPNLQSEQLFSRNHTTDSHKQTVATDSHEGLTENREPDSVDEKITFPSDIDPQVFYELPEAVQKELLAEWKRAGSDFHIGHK
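Fluorescent replication assay read twice, at 0 min and 10 min after adding 50 nM (final) substrate. Enzyme (10 nM) and compounds were first incubated 15 min at room temperature; enzyme-free buffer wells were negative controls.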
Active calls of the source: *; i = inactive; ? = inconclusive; · = not tested or not shown; & = joins results of further samples; [ ] = remark or other dose. Unless noted, the call rests on the fitted dose curve; in most records, active means well fitted curve in the direction sought with a large enough effect; inconclusive means small, poorly fitted or top-dose-only effect, or another doubt; inactive means no such curve, though single readings can be large; an effect the other way counts as inactive or inconclusive. Only part of the results is shown, so the mix of outcomes need not match the whole.

SMILES	Apoferritin bind	APEX1 inh	PGK inhibitor	BLM helicase inh	POLK inh	RXFP1 antagonist	POLB inh	POLH inh	POLI inh
Cc1cc(N2C(=O)C(O)=C(C(=O)c3ccc(C)o3)C2c2cccc(Oc3ccccc3)c2)no1 (stereo not drawn)	-10%	-23%	i	-9%	-5%	-8	-27%	-11%	48%[activator]
Cc1cccc(Nc2nnc(SCC(=O)c3ccc(Br)s3)s2)c1C	-3%	1%	-4%	-7%	-18%	-22	7%	-18%	112%[activator]
C=CC[C@@H](CC(=O)N[C@H](CO)Cc1ccccc1)C(=O)N[C@H](COC(=O)[C@@H](CC=C)Cc1ccc(F)cc1)Cc1c[nH]c2ccccc12	·	1%	-7%	·	-4%	·	·	-12%	17%
O=C(CCCn1c(=O)c2cccn2c2ccccc21)NCc1ccccc1Br	-5%	·	i	-6%	1%	-9	-18%	-11%	31%[activator]
O=C(CCCc1ccccc1)NC1CC1	1%	-10%	-8%	-5%	-13%	5	-19%	?	13%
O=C(/C=C/c1ccccc1[N+](=O)[O-])NCCCN1CCCC1=O	-4%	13%	4%	-1%	-12%	5	-3%	3%	-14%
CCN(CC)c1ccc(C=Nc2cccc(S(=O)(=O)N3CCOCC3)c2)c(O)c1	·	7%	-4%	·	-8%	-2	·	-20%	26%
O=C(O)C1C2C=CC(C2)C1C(=O)NCCc1cccc(Cl)c1 (stereo not drawn)	5%	4%	-4%	-6%	-1%	-9	?	-7%	-12%
CCCCCC(=O)Nc1cccc(C2=NOC3(C2)C[C@@H](C(N)=O)N(C(=O)c2cc([N+](=O)[O-])cc([N+](=O)[O-])c2C)C3)c1 (stereo partly drawn)	-20%	-5%	-3%	-4%	-13%	·	-13%	-5%	-17%
CC(C)(C)OC(=O)N1CCC(c2c(C(=O)O)cnn2-c2ccc(Cl)cc2)CC1	?	?	-13%	-2%	-19%	4	6%	6%	5%

Part of the list above in order of count of non-hydrogen atoms, largest number first.
SMILES	Apoferritin bind	APEX1 inh	PGK inhibitor	BLM helicase inh	POLK inh	RXFP1 antagonist	POLB inh	POLH inh	POLI inh
C=CC[C@@H](CC(=O)N[C@H](CO)Cc1ccccc1)C(=O)N[C@H](COC(=O)[C@@H](CC=C)Cc1ccc(F)cc1)Cc1c[nH]c2ccccc12	·	1%	-7%	·	-4%	·	·	-12%	17%
O=C(CCCn1c(=O)c2cccn2c2ccccc21)NCc1ccccc1Br	-5%	·	i	-6%	1%	-9	-18%	-11%	31%[activator]
O=C(/C=C/c1ccccc1[N+](=O)[O-])NCCCN1CCCC1=O	-4%	13%	4%	-1%	-12%	5	-3%	3%	-14%

The results go on.
SMILES	Apoferritin bind	APEX1 inh	PGK inhibitor	BLM helicase inh	POLK inh	RXFP1 antagonist	POLB inh	POLH inh	POLI inh
O=C(NCc1ccc(F)cc1)C(c1cccnc1)N(C(=O)c1csnn1)c1ccccc1 (stereo not drawn)	-1%	79%[activator]	-4%	2%	1%	-5	-12%	-12%	29%
CCCSc1nnc(-c2ccccc2N)c(=O)[nH]1	-2%	-1%	0%	0%	-5%	-2	?	-12%	17%
CCc1ccccc1NC(=O)COC(=O)c1c(C)nsc1NC	·	0%	-1%	·	20%	7	·	-14%	26%
CC(=O)c1c(C)[nH]c(C(=O)OCC(=O)N2CC(C)OC(C)C2)c1C (stereo not drawn)	·	12%	i	·	-5%	-4	·	3%	25%
Cc1ccc(C)c(N(CC(=O)NCc2ccco2)C(=O)CCC(=O)Nc2ccccn2)c1	-5%	-7%	-7%	0%	-1%	-3	0%	-8%	29%
COC(=O)C1CCN(CC(=O)NC(=O)NC2CCCCC2)CC1	-13%	1%	-4%	1%	6%	-11	-4%	-14%	25%
O=C1CN(C(=O)NCC(=O)N[C@H](C(=O)O)c2ccccc2)c2ccccc2N1	-8%	-10%	4%	3%	-10%	11	-17%	-1%	?
CCOc1ccc(-c2nnc(-c3ccncc3)o2)cc1	-14%	-8%	-1%	0%	8%	-11	1%	-6%	-3%
CCCCOC(=O)CCCN1C(=O)/C(=C2\SC(=S)N(CCCC(=O)OCCCC)C2=O)SC1=S	-13%	-3%	-5%	-6%	10%	-1	14%	-21%	4%
CC(C)n1cc(CN2CCN(C)C(CCO)C2)c2ccccc21 (stereo not drawn)	-8%	52%[activator]	-8%	1%	3%	-8	-10%	-10%	-17%
COc1ccc2[nH]c(=O)c(CN(Cc3nnnn3Cc3ccc(F)cc3)CC3CCCO3)cc2c1 (stereo not drawn)	-8%	-6%	-3%	1%	-2%	5	13%	-13%	3%
COc1ccc(-c2c(C)[nH]n3c(=O)c(Cc4ccccc4)c(C)nc23)cc1	-15%	1%	i	-1%	-24%	-9	-24%	-17%	1%
C=C(C)c1cccc(C(C)(C)NC(=O)N2CCN(C/C=C/c3ccccc3)CC2)c1	-21%	-5%	-7%	0%	0%	-29	1%	-15%	11%
Cc1ccccc1C(=O)NC(=S)NCc1cccnc1	-9%	4%	4%	1%	-2%	-5	1%	0%	118%[activator]
Cc1ccc(C)c(N2CCN(C(=O)c3c(C)oc4nc(C)nc(N5CCOCC5)c34)CC2)c1	-12%	·	9%	0%	-4%	8	13%	-8%	10%
COc1ccccc1CNc1ncccc1[N+](=O)[O-]	-15%	-7%	-5%	-4%	-2%	1	4%	6%	10%
O=c1[nH]c(=O)n(Cc2ccccc2)c2nc(-c3ccc(Oc4ccc(F)cc4)c([N+](=O)[O-])c3)n(CCO)c12	?	-1%	-9%	-13%	-2%	-18	3%	-18%	-18%
CC(=O)Nc1ccc(S(=O)(=O)N(C)CC(=O)OCC(=O)N(C)C2CCS(=O)(=O)C2)cc1 (stereo not drawn)	·	11%	i	·	-2%	-10	·	-8%	3%
Cc1ccccc1NC(=O)n1ncc2cc(Cl)ccc21	-6%	48%[activator]	0%	0%	3%	-25	48%	-1%	23%
O=Cc1c(Sc2ccccn2)nc2ccccn2c1=O	6%	-8%	i	-2%	4%	1	-5%	-9%	12%
O=C(O)c1ccc(N2CCCCS2(=O)=O)cc1	-1%	0%	i	-4%	2%	-16	-29%	-11%	70%[activator]
COc1cc(SC)ccc1C(=O)NCCNC(=O)c1nonc1N	-7%	6%	2%	1%	-16%	-16	47%	-1%	-12%
COc1ccc(C(=O)O/N=C(\N)c2ccccc2)c(OC)c1	2%	-5%	-3%	4%	-2%	-2	2%	-19%	16%
O=C1NN(c2cccc(Br)c2)C(=O)/C1=C/c1cccs1	1%	1%	-12%	-2%	-5%	2	-2%	79µM*	?
CCCCCCCn1c(=N)n(CC(O)c2ccco2)c2ccccc21 (stereo not drawn)	-15%	3%	-4%	-5%	-1%	-26	-18%	-15%	40%[activator]
COc1ccc(S(=O)(=O)N2CCOCC2)cc1NC(=O)Cc1coc2cc(C)c(C)cc12	-24%	-19%	-9%	-12%	-3%	-2	2%	3%	81%[activator]
COc1cc(CN(C(=O)c2ccco2)c2ccc(C)cc2)ccc1O	-10%	4%	i	-3%	-4%	14	2%	-12%	1%
O=C(Cc1cccc2ccccc12)Nc1ccc(OC(F)F)c(Cl)c1	-12%	14%	-5%	-5%	-8%	-13	15%	-28%	21%
COc1cc(OC)c2c(-c3cccc(-c4ccc(NC(C)=O)cc4)c3)cc(=O)oc2c1	-7%[110 µM]	-15%&-11%	-4%	-2%[75.6 µM]	0%	·	·	-4%	10%
CCC1CCCCN1Cc1cc(OC)c(O)c([N+](=O)[O-])c1 (stereo not drawn)	-8%	12%	-1%	-3%	-18%	24	20%	-12%	13%
Cc1ccc(C(=O)c2oc3ccccc3c2NC(=O)c2nc(S(C)(=O)=O)ncc2Cl)cc1F	-6%	·	-6%	-13%	0%	·	?	-13%	-15%
O=C1NN(c2ccccc2)C(=O)/C1=C\c1ccc(-c2cc([N+](=O)[O-])ccc2O)o1	-6%	6%	?	-6%	40µM*	-3	10µM*	20µM*	16µM*
Cc1cc(Cl)c(OCCCNCc2ccccc2)c(Br)c1	-15%	-3%	-8%	6%	-16%	-3	-5%	6%	2%
Cc1ccccc1NC1=NS(=O)(=O)c2ccccc21	-23%	1%	-4%[11.5 µM]	-2%	-3%	-13	5%	-9%	18%
Cc1ccccc1CSc1nc2c(sc3ccccc32)c(=O)n1CCCC(=O)NCCCOC(C)C	1%	·	0%	-2%	-2%	4	-2%	16%	42%[activator]
Cc1ccc(C)c(N=Nc2ccc(O)c3ncccc23)c1	-7%	1%	-7%	-16%	-4%	-3	6%	6%	-3%
O=c1oc2c(CN3CCOCC3)c(O)ccc2c2c1CCCC2	402%[activator]	-7%	-3%	0%	-4%	10	11%	4%	3%
COc1cc(CC(=O)NCC2COc3ccccc3O2)cc(OC)c1OC (stereo not drawn)	-3%	-7%	-4%	0%	-1%	-2	4%	-5%	52%[activator]
COCCNC(=O)Cn1cc(/C=C(\C#N)C(=O)NC2CCCC2)c2ccccc21	-4%	-23%	i	-1%	1%	5	-2%	-2%	7%
Cc1cccc(C(=O)NCC(=O)OCC(=O)N2CCN(S(=O)(=O)c3ccc(C)cc3C)CC2)c1	·	0%	-7%	·	-5%	-5	·	-3%	-20%
O=S(=O)(c1ccc2[nH]c3c(c2c1)CCCCC3)N1CCN(c2ccccc2)CC1	7%	·	-2%	-7%	1%	-12	25%	-6%	-12%
O=[N+]([O-])c1ccccc1/C=C/C=N/n1c(-c2ccco2)n[nH]c1=S	-12%	13%	3%	-11%	-6%	?	-1%	-4%	-15%
Cc1cc(NC(=O)CSc2cc(C)c3ccccc3n2)no1	·	-4%	-6%	·	-15%	23	·	-9%	-1%
CCc1ccc(NC(=O)c2ccc(OC)c([N+](=O)[O-])c2)cc1	-7%	6%	-8%	-8%	-9%	3	9%	-22%	6%

Assay outcomes: PubChem, National Center for Advancing Translational Sciences (NCATS)
